12-LOX inh: ALOX12 (human) lipoxygenase inhibition; P18054; purified 12hLO, xylenol orange hydroperoxide absorbance; Potency, µM (series often up to 108 µM), inactives show at the top dose activity change, negative = inhibition, most hits filed as inhibitors; 580,000 tested, 1.1% active; active = well fitted inhibition curve with a large enough effect; inconclusive = small, poorly fitted or top-dose-only effect, or another doubt; inactive = no such curve, though single readings can be large or run the other way; note: potency is the fitted concentration of half-maximal effect
Target sequence (P18054 whole entry, looked up): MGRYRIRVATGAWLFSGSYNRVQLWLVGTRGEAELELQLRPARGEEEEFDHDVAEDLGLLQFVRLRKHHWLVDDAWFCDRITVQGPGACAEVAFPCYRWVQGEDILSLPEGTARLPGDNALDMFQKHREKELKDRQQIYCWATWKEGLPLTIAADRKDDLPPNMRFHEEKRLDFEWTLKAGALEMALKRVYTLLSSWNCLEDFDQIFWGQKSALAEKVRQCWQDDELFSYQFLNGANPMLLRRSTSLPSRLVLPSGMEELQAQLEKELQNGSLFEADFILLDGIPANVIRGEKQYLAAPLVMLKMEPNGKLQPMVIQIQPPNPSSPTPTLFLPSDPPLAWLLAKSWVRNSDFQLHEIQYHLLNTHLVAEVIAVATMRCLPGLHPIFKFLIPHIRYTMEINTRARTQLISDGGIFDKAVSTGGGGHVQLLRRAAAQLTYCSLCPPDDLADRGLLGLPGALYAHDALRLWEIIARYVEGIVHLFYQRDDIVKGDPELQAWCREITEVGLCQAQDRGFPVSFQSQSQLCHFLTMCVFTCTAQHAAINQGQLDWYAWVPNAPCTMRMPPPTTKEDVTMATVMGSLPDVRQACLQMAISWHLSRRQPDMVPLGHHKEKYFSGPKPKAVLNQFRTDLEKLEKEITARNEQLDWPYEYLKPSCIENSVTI
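Purified human 12hLO at 150 nM in 25 mM Hepes, 0.01% Triton X-100, pH 7.0, preincubated 15 min at room temperature with compound. Reaction started with 40 uM arachidonic acid, 30 min at room temperature. Hydroperoxide measured by Fe-xylenol orange, 573/405 nm absorbance ratio.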
LDHA block: inhibitors of human lactate dehydrogenase A; P00338; activity change, % (values are at about 110 or 230 µM); AID 1347041; purified LDHA, NADH/diaphorase-resazurin fluorescence; active compounds read low; 480,000 tested, 0.15% active; in the data active = activity change below about -30%; inconclusive = mostly about -25% to -30%;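 note: plate controls were DMSO wells for no effect and wells without enzyme for full effect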
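Human LDH5 (2 nM) was incubated with 0.06 mM NADH and 0.2 mM pyruvate for 5 min at room temperature in Tris pH 7.4. Remaining NADH was coupled through diaphorase/resazurin, and resorufin fluorescence was read at 0 and 20 min.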
* = called active by the depositor; ? = inconclusive; [ ] = dose if it differs, or a comment. Unless noted, % is set by controls: 0 for no effect and ±100 for the full control effect.

SMILES	12-LOX inh	LDHA block
O=S(=O)(Nc1ccc(Br)cc1F)c1ccc(-c2cnc(C3CC3)o2)cc1	?	9.3
CCNCC1OCCc2ccccc21 (configuration not stated)	8.6%	4.8
CCCC(NC(=O)Cn1c(=O)c2c(ncn2C)n(C)c1=O)c1ccccc1 (configuration not stated)	-29.2%	-0.2
Cn1ccc2c(-c3cccc(C=O)c3F)cc3c(c21)C1CCC3C1 (configuration not stated)	?	-8.8
CN(Cc1ccccc1)C(c1ccnc2ccccc12)c1nnnn1-c1ccc2c(c1)OCCO2 (configuration not stated)	-50.3%	-1.8
COc1ccc([C@@H]2CC(=O)[C@@H]3CN(S(=O)(=O)c4ccc(Cl)cc4)[C@H](c4ccc(C)cc4)C[C@@H]3N2S(=O)(=O)c2ccccc2)cc1	-15.7%	3.5
CCOC(=O)c1ccc(NC(=O)CC2CCCCC2)cc1	0.8%	5.4
CCCCS(=O)(=O)CCOCCS(=O)(=O)CCCC	8.0%	-8.8
CCCOC(=O)c1cc(NC(=O)c2cc(Br)ccc2OC)ccc1N1CCOCC1	?	-6.4
Cc1cccc(C(=O)N/N=C2/CC(=O)CC(C)(C)C2)c1	-4.3%	2.9
Cn1cnc(S(=O)(=O)N2CCCC(c3cc(C(=O)Nc4ccc(F)c(Cl)c4)no3)C2)c1 (configuration not stated)	-19.2%	-6.2
Cc1ccc(NS(=O)(=O)c2c(C)nc3sc(C)cn3c2=O)c(Cl)c1	6.8%	4.8
COc1ccc2nc(SCC(=O)N3CCN(S(=O)(=O)c4ccc(C)cc4)C3)[nH]c2c1	-7.9%	6.1
COc1ccc(C(=O)/C=C/c2ccccc2C(F)(F)F)c(OC)c1	9.6%	2.2
CC(OC(=O)c1nn(C)c(=O)c2ccccc12)C(N)=O (configuration not stated)	31.6%[activator]	-10.8
CCc1nnc(CC)n1N	45.0%[activator]	1.1
CCOC(=O)[C@]12CCCC=C1N(Cc1cccc3ccccc13)C(=O)[C@H](CC(=O)N1CCCCC1)C2	-8.0%	-3.3
CC(CCc1ccccc1)NC(=O)C1CC1c1ccccc1 (configuration not stated)	12.7%	7.6
Cc1ccc(C2=[N+]([O-])C(C)(C)N(O)C2C)cc1 (configuration not stated)	2.9%	-3.0
O=C1CCCC2=C1C(c1cccc(F)c1F)Nc1nonc1N2 (configuration not stated)	10.0%	1.8
Cc1csc(NC(=O)CCc2c(C)nn(C)c2C)n1	39.8%[activator]	-8.8
Cc1ccc(S(=O)(=O)N2CCCC2C(=O)n2nc(C)c(Sc3ccccc3)c2C)cc1 (configuration not stated)	?	-34.8*
COc1ccc(C)cc1NC(=O)c1cccc(-n2cccc2)c1	?	-6.7
CCCCn1nnnc1C1(C)CCC(=O)N1Cc1cc(OC)ccc1OC (configuration not stated)	-18.6%	-5.8
Cc1c(OCC(=O)Nc2ccc(F)cc2)c(=O)ccn1C	-25.0%	-4.1

3 neighbouring compounds already listed, for reference:
SMILES	12-LOX inh	LDHA block
O=S(=O)(Nc1ccc(Br)cc1F)c1ccc(-c2cnc(C3CC3)o2)cc1	?	9.3
CCNCC1OCCc2ccccc21 (configuration not stated)	8.6%	4.8
CCCC(NC(=O)Cn1c(=O)c2c(ncn2C)n(C)c1=O)c1ccccc1 (configuration not stated)	-29.2%	-0.2

Complete entries from above:
`CCOC(=O)c1ccc(NC(=O)CC2CCCCC2)cc1` as listed: 12-LOX inh: 0.8%; LDHA block: 5.4
`COc1ccc([C@@H]2CC(=O)[C@@H]3CN(S(=O)(=O)c4ccc(Cl)cc4)[C@H](c4ccc(C)cc4)C[C@@H]3N2S(=O)(=O)c2ccccc2)cc1` as listed: 12-LOX inh: -15.7%; LDHA block: 3.5

Additional results
SMILES	12-LOX inh	LDHA block
COc1ccc(Br)cc1CSc1nnc(C2CC2)n1C1CC1	?	-1.8
c1ccc2c(CSc3nc4ccccc4s3)cccc2c1	?	6.0
CCCNC(=O)Cn1nc(C)n2nc(-c3ccc(CC)cc3)cc2c1=O	11.5%	4.1
O=C(Nc1cccc(S(=O)(=O)N2CCCCC2)c1)c1nc(-c2ccccc2)n(-c2ccccc2)n1	13.4%	0.6
CC(C)CNC(=O)C1(C)CCCN1C(=O)c1cc2ccccc2s1 (configuration not stated)	5.5%	1.3
COc1ccc(Oc2c(C)oc3cc(OCc4ccc(F)cc4)ccc3c2=O)cc1	5.0%	-9.0
CC(NC(=S)NNC(=O)c1ccco1)c1ccccc1 (configuration not stated)	14.1%	1.8
Cc1ccc(C(=O)C(C)OC(=O)c2ccc(S(=O)(=O)N(C)C)cc2)cc1C (configuration not stated)	-1.3%	-1.2
O=C(Nc1ccc2c(c1)CCC2)c1cc2ncccn2n1	-0.2%	8.7
COc1ccc2c(COC(=O)CNC(=O)c3ccc(C)c(C)c3)cc(=O)oc2c1	-18.7%	-1.3
COc1ccc(N2C(=O)c3ccccc3NC(=O)C2C(=O)NCc2ccco2)cc1 (configuration not stated)	-9.1%	3.9
CC(=O)c1c(C)[nH]c(-c2csc(CC(=O)Nc3ccc(C)cc3C)n2)c1C	?	2.8
CC(NC(=O)NCCNc1ncccn1)c1ccccn1 (configuration not stated)	-11.5%	1.0
O=C(Nc1nccs1)c1occc1-c1ccccc1	-6.2%	-0.5
Cc1ccc(-c2nnc(SCC(=O)Nc3cc(C)on3)n2C2CC2)cc1	33.3%[activator]	0.2
Cc1cc(C)cc(C(O)c2ncc(-c3cccc(F)c3)[nH]2)c1 (configuration not stated)	-12.9%	-14.2
Cc1[nH]c2ccccc2c1C(=O)C(=O)NC(C)c1ccccc1 (configuration not stated)	0.3%	-2.0
Cc1ccsc1C(=O)NNC(=S)NC(C)c1ccccc1 (configuration not stated)	6.8%	2.7
C[C@H](O)[C@@H]1CN2CCc3c([nH]c4ccccc34)[C@@H]2C[C@@H]1N(C)C(=O)OCc1ccccc1	71.6%[activator]	-1.5
Cc1ccccc1CNC(=O)Cc1n[nH]c(=O)c2ccccc12	1.5%	2.8
COc1ccc(-c2noc(CCC(=O)N3CCc4sccc4C3c3cccs3)n2)cc1OC (configuration not stated)	?	9.5
CC(=O)c1ccc(OCc2ccccc2)cc1	31.6%[activator]	3.3
CCc1ccc(C(=O)Nc2cccc(C(C)=O)c2)cc1S(=O)(=O)N1CCOCC1	5.7%	-12.6
Fc1ccc(CNC(=S)NCc2ccc(Cl)c(Cl)c2)cc1	31.6µM*	2.9
COC(=O)c1cc(NC/C=C/c2ccccc2)ccc1N1CCOCC1	-27.1%	28.3

Compounds from the list above that have an NH in an aromatic ring, in the order listed:
SMILES	12-LOX inh	LDHA block
COc1ccc2nc(SCC(=O)N3CCN(S(=O)(=O)c4ccc(C)cc4)C3)[nH]c2c1	-7.9%	6.1
CC(=O)c1c(C)[nH]c(-c2csc(CC(=O)Nc3ccc(C)cc3C)n2)c1C	?	2.8
Cc1cc(C)cc(C(O)c2ncc(-c3cccc(F)c3)[nH]2)c1 (configuration not stated)	-12.9%	-14.2
Cc1[nH]c2ccccc2c1C(=O)C(=O)NC(C)c1ccccc1 (configuration not stated)	0.3%	-2.0
C[C@H](O)[C@@H]1CN2CCc3c([nH]c4ccccc34)[C@@H]2C[C@@H]1N(C)C(=O)OCc1ccccc1	71.6%[activator]	-1.5
Cc1ccccc1CNC(=O)Cc1n[nH]c(=O)c2ccccc12	1.5%	2.8

(next part)
SMILES	12-LOX inh	LDHA block
CC(C)(C(=O)N1CCC1(C)C(=O)NC1Cc2ccccc2C1)c1ccccc1 (configuration not stated)	-25.4%	0.1
COC(=O)c1nc(-c2ccc(C)cc2)[nH]c1C(C)(C)C	3.1%	4.0
Cc1cnc(C(=O)Oc2ccc(C(C)(C)C)cc2C)cn1	?	0.7
COc1ccc(NC(=O)C2(C)CCN2C(=O)c2ccc(C(C)(C)C)cc2)cc1OC (configuration not stated)	-2.3%	-0.6
CCOC(=O)c1cc(-c2ccc(OC)cc2)nc2ccccc12	?	3.2
CCc1ccc(C2=C(C)C(N3CCC(C(=O)NC4CCCC4)CC3)=NS2(=O)=O)cc1	0.6%	-6.5
CCCC(C)NC(=O)c1cccc2c(C)c(C)[nH]c12 (configuration not stated)	1.5%	-4.5
COc1ccc(Nc2nc(N)c(C(=O)c3ccc(Br)cc3)s2)cc1OC	?	-0.6
COc1ccc2cc(/C=C(\NC(=O)c3ccccc3)C(=O)N(C)C)c(Cl)nc2c1	2.5%	0.2
CN(C)CCN(CC1CCCCC1)C(=O)Nc1ccc(F)cc1	-1.2%	-0.7
Cc1nc(-c2ccncc2)[nH]c(=O)c1CC(=O)N(C)C1CCCCCCC1	2.7%	-3.7
O=C(c1ccc(F)cc1Cl)N1CCC(CCc2ccc(O)cc2)CC1	8.6%	3.6
N#Cc1ccc(OCCOC(=O)c2ccccc2F)cc1	?	0.4
O=C(NCCOc1ccc2ccccc2c1)c1n[nH]c(=O)c2ccccc12	-4.4%	1.2
Cc1ccc(S(=O)(=O)NC(=O)C2(C)CCN2C(=O)c2cccc(F)c2)nc1 (configuration not stated)	-10.2%	2.1
COc1ccc(C2=C(C=O)C(c3ccccc3)c3ccccc3O2)cc1 (configuration not stated)	?	-1.4
CC(C)Nc1nc(-c2ccccc2O)nc2ccccc12	?	-1.8
CC1=C(C(=O)OC(C)C)C(c2ccc(C(C)C)cc2)N2C(=O)CCSC2=N1 (configuration not stated)	-11.8%	4.8
Cc1ccc(Nc2ccc(N3CCN(S(=O)(=O)c4ccc(C)cc4)CC3)nn2)cc1	-12.7%	-1.6
O=C(CCC1NC(=O)c2ccccc2NC1=O)NCCC(c1ccccc1)c1ccccc1 (configuration not stated)	?	1.8
COc1ccc2c(c1C)CCCC2	19.7%	2.1
N#Cc1cccc(CSc2nnc(-c3c[nH]c4ccccc34)o2)c1	1.3%	-10.0
C=C(C)COc1ccc2c(=O)c(-c3ccc(OC)c(OC)c3)c(C)oc2c1	1.1%	6.8
CCOc1ccc2oc(=O)cc(CN3CCN(CC(=O)N4CCC(C)CC4)CC3)c2c1	-23.7%	5.8
CCc1ccc(NC(=O)c2ccc3c(c2)NC(=O)CS3)cc1	20.1%	0.5

Looked up above.
LDHA block result of C=C(C)COc1ccc2c(=O)c(-c3ccc(OC)c(OC)c3)c(C)oc2c1 stands at 6.8
LDHA block result of Cc1cnc(C(=O)Oc2ccc(C(C)(C)C)cc2C)cn1 stands at 0.7
12-LOX inh result of CC1=C(C(=O)OC(C)C)C(c2ccc(C(C)C)cc2)N2C(=O)CCSC2=N1 (configuration not stated) stands at -11.8%
LDHA block result of O=C(c1ccc(F)cc1Cl)N1CCC(CCc2ccc(O)cc2)CC1 stands at 3.6
LDHA block result of CC(C)Nc1nc(-c2ccccc2O)nc2ccccc12 stands at -1.8

Next part.
SMILES	12-LOX inh	LDHA block
CC(=O)c1cccc(NC(=O)CN2CCN(C)CC2)c1	14.4%	9.2
Cn1c(=O)c2c(ncn2CCC(=O)Nc2ccc(F)cc2F)n(C)c1=O	32.4%[activator]	3.7
O=C(CCOc1cccc(F)c1)N1CCC(c2nnc3n2CCC3)CC1	-4.3%	-4.3
CN(Cc1cnn(-c2ccc(F)cc2)c1)C(=O)[C@H]1O[C@@H](n2ccc(=O)[nH]c2=O)[C@H](O)[C@@H]1O	-8.1%	-4.4
CCOC(=O)CN1CCN(c2nc3c(c(=O)[nH]c(=O)n3C)n2Cc2ccccc2)CC1	8.5%	4.4
Cc1ccc(CNC(=O)c2ccccc2NC(=O)Cn2c(C)cc(C)c(C#N)c2=O)o1	?	3.4
CCCn1c(CNC(=O)c2cc(OC)c(OC)c(OC)c2)nc2ccccc21	-0.1%	1.2
N#CC1=C(N)Oc2c(ccc3ccccc23)C1c1ccc2c(c1)OCO2 (configuration not stated)	1.0%	5.1
CC1Cc2ccccc2N1S(=O)(=O)c1c(F)cc(F)cc1Br (configuration not stated)	2.6%	-1.5
CC(C)NC(=O)C1CC1	38.0%	3.6
O=C(NCc1ccccc1)C(c1ccc(-c2ccccc2)cc1)n1c(=O)c(-c2cc3ccccc3[nH]2)nc2ccccc21 (configuration not stated)	-8.8%	-3.7
CCC1CCCCN1C(=O)Cn1nc2cc(C)nc(N3CCc4ccccc4C3)n2c1=O (configuration not stated)	-14.1%	0.5
CN1CCC(NC(=O)c2cc(Cl)cc(Cl)c2)CC1	4.6%	12.1
Cc1ccc(-c2nn(CC(=O)N3CCCC3)c(=O)c3ccccc23)cc1	0.7%	-2.5
Cn1nnnc1-c1cccc(NCC(=O)NC2(C#N)CCCC2)c1	3.8%	4.5
Brc1cccc(C=Nc2cccc3c2CCCC3)c1	46.2%	-0.5
COc1cc(/C=C(/C#N)C(=O)OC(C)C)cc(Br)c1O	?	4.0
NC(Cc1ccc(C(F)(F)F)cc1)c1csc(Nc2cc(NCc3ccco3)ncn2)n1 (configuration not stated)	?	-4.2
COc1ccc2oc(=O)cc(CN3CCN(C(=O)c4ccc(OC)c(OC)c4)CC3)c2c1	?	2.8
Nc1ncnc(Nc2cc(Cl)ccc2Cl)c1[N+](=O)[O-]	33.1%[activator]	5.3
CSc1ccccc1NC(=O)CN(C)C(=O)c1cc(S(=O)(=O)N2CCOCC2)ccc1Cl	?	1.1
Cc1nc(NCCN(C)C)c(C#N)c2c1CCCC2	?	-1.4
CC1(C)CC(=O)C2=C(C1)OC(N)=C(C#N)C2c1ccc(OC(=O)c2ccccc2)cc1 (configuration not stated)	-0.5%	1.7
Cn1cc(C(=O)N2CCC(C(N)=O)CC2)c2ccccc21	-6.3%	1.5
COCCn1cnnc1SCc1ccc(OC)c(F)c1	?	4.4
O=C(Nc1cc(Br)ccc1F)c1nc[nH]c1C(=O)NCc1ccccc1	?	-14.7

Compound activity: PubChem, National Center for Advancing Translational Sciences (NCATS)

The list is partial; the hit share may differ from the screen's.
